# Assay outcomes deposited in PubChem by National Center for Advancing Translational Sciences (NCATS).
# MmCpn inh – Inhibitors of TCP-1 ring complex (TRiC) of Methanococcus maripaludis (MmCpn): qHTS | Chaperonin Mm-Cpn (Methanococcus maripaludis) | purified Mm-Cpn ATPase, ADP Transcreener TR-FRET | Potency, µM (titrated, usually from 76.9 µM), without a hit: top-dose activity, negative = inhibition, actives largely listed as inhibitors | 0.031% of 330,000 active | AID 504842, 2011; further: potency means the concentration at half of the fitted maximal effect; on the % scale 0 is the no-effect control and ±100 the full control effect; nearly all actives have a fitted effect of over 80% in size
#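 Eu-cryptate anti-ADP/ADP-d2 competition gives a ratio inversely related to ADP. Enzyme at 25 nM was pre-exposed to compound for 10 min, then given 10 uM ATP for 30 min, 37°C throughout.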
# TGFb inhibitor – qHTS for Inhibitors of TGF-b. AID 588855, 2011. HepG2 CAGA-GFP TGF-b/SMAD3 reporter, GFP fluorescence, 18 h; TGF-beta stimulated, 500 pg/mL final. Potency, µM (top dose mostly 46.1 µM), inactives show at the top dose activity, negative = inhibition, actives largely listed as inhibitors. 1.2% of 410,000 active; further: potency means the concentration at half of the fitted maximal effect; on the % scale 0 is the no-effect control and ±100 the full control effect; nearly all actives have a fitted effect of over 65% in size
#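 HEPG2 CAGA-GFP cells (1000/well, DMEM with 1% FBS) were pre-incubated 2 h at 37 degrees C, given compound by pin tool, then stimulated with TGF-beta at 500 pg/mL final for 18 h before per-cell GFP fluorescence imaging.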
# Nrf2 inh – Nrf2 qHTS screen for inhibitors; 2.1% of 360,000 active; Potency, µM (doses to about 46 µM), for inactives: at the highest dose activity change, negative = inhibition, hits mostly inhibitors; AID 504444, 2011; A549 ARE-Fluc reporter, luciferase luminescence, 18-24 h; further: potency means the concentration at half of the fitted maximal effect; on the % scale 0 is the no-effect control and ±100 the full control effect; nearly all actives have a fitted effect of over 60% in size
#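 Reporter: ARE-Fluc in A549. Exposure: 18-24 h, 37 °C, 5% CO2, 5% FBS OPTI-MEM. Readouts: fluorescent cytotoxicity (CellTiter-Fluor), then luminescent Nrf2 signal after BugLite.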
# HepG2 tox – qHTS for Inhibitors of TGF-b: Cytotox Counterscreen. HepG2 CAGA-GFP viability, ATP luminescence, 18 h. Potency, µM (titrated, usually from 46.1 µM), without a hit: top-dose activity change, negative = cytotoxicity, actives largely listed as cytotoxic. 0.76% of 410,000 active; further: potency means the concentration at half of the fitted maximal effect; some results filed as inactive show a strong effect at the top dose
#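 CellTiter-Glo luminescence gave cytotoxicity after 18 hours at 37 degrees C. The cells were HepG2 CAGA-GFP in 1% FBS DMEM, stimulated with 500 pg/mL TGF-beta after compound addition. %Activity was normalised to no-cell wells (complete cell-killing) and DMSO (no toxicity), and curves were fitted and classified.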
# Nrf2 activator – qHTS of Nrf2 Activators; AID 624171, 2012; Potency, µM (doses to about 46.1 µM), for the others: at the highest dose activation, most hits filed as activators; 0.31% of 410,000 active; AREc32 ARE-luciferase reporter (MCF7-derived line), luminescence, 24 h; further: potency means the concentration at half of the fitted maximal effect; % of control where 0% means no effect; nearly all actives have a fitted effect of over 65% in size
#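 ARE activation measured as luciferase luminescence (Steady-Glo, 30 min RT) in AREc32_Fluc cells after 24 hr compound exposure at 37 deg C, 5% CO2; cells seeded overnight at 1000/well in OPTI-MEM, 5% FBS.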
# Abeta rescue – qHTS for compounds that reverse cellular toxicity of Amyloid beta (A-beta) peptide in yeast: Primary Screen; yeast expressing A-beta42, growth rescue, OD600, 48 h; response scale: 0% DMSO, 100% iron-clioquinol control; Potency, µM (doses to about 46.1 µM), for inactives: at the highest dose growth rescue, most hits filed as activators; 0.063% of 410,000 active; further: potency means the concentration at half of the fitted maximal effect; nearly all actives have a fitted effect of over 55% in size
#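 Yeast growth medium received pinned compounds, then yeast cells expressing toxic A-beta were added; plates incubated at 30 C for 48 hr. Growth read as absorbance at 600 nm, normalized to DMSO and equimolar FeCl3 plus clioquinol controls.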
# A549 tox – Nrf2 qHTS screen for inhibitors: counterscreen for cytotoxicity | Potency, µM (top dose mostly 46 µM), for inactives: at the top dose activity change, negative = cytotoxicity, most hits filed as inhibitors | 0.16% of 390,000 active | A549 ARE-Fluc cells, CellTiter-Fluor viability, 18-24 h | AID 504648, 2011; further: potency means the concentration at half of the fitted maximal effect; on the % scale 0 is the no-effect control and ±100 the full control effect
#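 A549 ARE-Fluc cells in 5% FBS OPTI-MEM, 5000 cells/well, rested 2 h then exposed to compounds in concentration-response for 18-24 h at 37 °C. Viability by CellTiter-Fluor fluorescence (Ex 405/Em 525) after 30 min; luciferase luminescence (BugLite, 15 min, RT) read afterwards.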
# Akt phos inh – HTS Assay for Inhibitors of Akt Phophorylation: Primary Screen | Neuro2A IGF-stimulated pAkt S473 HTRF, 20 min; hits give low values | activity change, % for hits at 50 µM | 0.32% of 360,000 active; in the data active means activity change below about -80%; inconclusive means mostly about -51% to -80%; further: on the % scale 0 is the no-effect control and ±100 the full control effect
#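 Neuro2A cells in DMEM with 0.5% FBS, overnight at 37 deg C, given compound at single 50 µM final, then IGF (6 nM final) for 20 min at 37 deg C. Lysed; phospho-Akt Ser473 by HTRF after 24 h, 665/615 ratio.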
# CCT modulator – High-Throughput Screening for Modulators of Cytosolic Chaperonin Activity | purified chaperonin ATPase assay, HTRF ADP detection, 30 min | activity change, % (no concentration beside the values), hits read low | 0.3% of 360,000 active; in the data active means activity change below about -30%; further: on the % scale 0 is the no-effect control and ±100 the full control effect
#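 TRiC (40 or 20 nM final, by batch activity) in 30 mM Tris pH 7.4, 100 mM KCl, 5 mM MgCl2, 1 mM DTT was treated with compound at 76 uM single dose, then 10 uM ATP, 30 min at 37 °C. ADP was read by HTRF Transcreener.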
# Active calls of the source: *; i = inactive; ? = inconclusive; . = not tested or not shown. Unless noted, the call rests on the fitted dose curve; in most records, active means well fitted curve in the direction sought with a large enough effect; inconclusive means small, poorly fitted or top-dose-only effect, or another doubt; inactive means no such curve, though single readings can be large; an effect the other way counts as inactive or inconclusive.
SMILES,MmCpn inh,TGFb inhibitor,Nrf2 inh,HepG2 tox,Nrf2 activator,Abeta rescue,A549 tox,Akt phos inh,CCT modulator
COc1cc(/C=N\NC(=O)CC(=O)NCCc2ccccc2)ccc1O,5%,6%,2%,2%,1.5%,-15%,5%,i,1.9
CC(=O)Nc1sc2c(c1C(c1cccs1)N1CCOCC1)CCCC2 (stereo not given),3%,18%,-5%,-1%,4.1%,13%,0%,-110%*,0.1
CCOc1cc(N2CCOCC2)c(OCC)cc1NC(=O)COc1ncnc2ccccc12,-2%,0%,-7%,-12%,-0.3%,14%,3%,i,-4.5
Cc1[nH]nc2c1C(CC(C)C)C(C#N)=C(N)O2 (stereo not given),0%,-18%,0%,-17%,0.5%,5%,3%,i,0.9
Cc1cc(C)cc(OCC(=O)N2CCC(c3nc4ccccc4o3)CC2)c1,.,0%,2%,-26%,7.0%,-5%,-5%,.,.
COc1ccc(N2C(N)=NC(N)=NC2(C)C)cc1,0%,5%,?,-41%,-1.1%,0%,-3%,i,-2.2
O=C(Cn1cncn1)N/N=C/c1ccc(Cl)cc1,1%,0%,3%,17%,-0.4%,10%,-2%,i,-1.0
CC1CCCN(c2nc(-c3cccnc3)nc3scc(-c4ccccc4)c23)C1 (stereo not given),-2%,-19%,-2%,8%,2.7%,2%,-18%,i,0.2
O=C(O)c1cccc(-n2cnc3cccnc32)c1,.,.,7%,12%,0.6%,-4%,0%,.,.
CC(C)(C)OC(=O)N1CCC(c2c(C(=O)NC3CCCCC3)cnn2-c2cccc(F)c2)CC1,.,-3%,27%,-12%,-0.4%,-2%,6%,.,.
COc1ccc(-c2csc(Nc3ccccc3)n2)cc1,-8%,-29%,?,5%,6.5%,?,-2%,i,1.8
Cc1ccc(CNC(=O)c2ccccc2NS(C)(=O)=O)cc1,0%,4%,.,-1%,-0.7%,5%,11%,i,-3.2
C=CCOc1ccc(C(c2c(C(=O)O)[nH]c3ccccc23)c2c(C(=O)O)[nH]c3ccccc23)cc1,1%,?,0%,2%,0.3%,-12%,-7%,i,1.3
COc1cc(C(=O)NCC(=O)N/N=C/c2cccnc2)cc(OC)c1OC,0%,19%,7%,6%,-0.3%,-13%,-7%,i,-0.9
O=C(CSc1n[nH]c(-c2ccccc2)n1)Nc1ccc(N2CCOCC2)cc1,2%,-17%,-4%,-59%,26%,-13%,0%,i,-5.3

# The final 2 records of the part above come first, to join the parts:
SMILES,MmCpn inh,TGFb inhibitor,Nrf2 inh,HepG2 tox,Nrf2 activator,Abeta rescue,A549 tox,Akt phos inh,CCT modulator
COc1cc(C(=O)NCC(=O)N/N=C/c2cccnc2)cc(OC)c1OC,0%,19%,7%,6%,-0.3%,-13%,-7%,i,-0.9
O=C(CSc1n[nH]c(-c2ccccc2)n1)Nc1ccc(N2CCOCC2)cc1,2%,-17%,-4%,-59%,26%,-13%,0%,i,-5.3
COc1ccc(C)cc1NC(=O)CCS(=O)(=O)c1ccc2c(c1)CCN2C(C)=O,1%,-2%,-11%,6%,-1.3%,9%,3%,i,-3.8
CN(C)C(=S)Nn1c(-c2ccccc2)nc2ccccc2c1=O,1%,-20%,5%,-7%,-0.3%,0%,1%,i,-4.0
O=C(CSCc1nc2ccccc2[nH]1)N1CCN(c2ccc(F)cc2)CC1,-1%,-20%,?,-25%,3.1%,20%,-13%,i,3.5
CC(=O)Nc1ccc(NC(=O)c2ccc(-c3ccc([N+](=O)[O-])cc3)o2)cc1,1%,10%,-5%,0%,-0.6%,6%,-2%,i,-2.0
C=CCn1c(-c2csc(-c3ccc(OC)c(OC)c3)n2)n[nH]c1=S,-28%,2%,-13%,6%,2.4%,-3%,0%,i,-1.5
CCOC(=O)N1CCN(S(=O)(=O)c2ccc(C)c(C)c2)CC1,1%,-13%,.,1%,0.4%,8%,-1%,-99%*,0.5
CCc1ccc(CNC(=O)c2cc3cc4ccc(OC)cc4nc3o2)cc1,.,2%,?,3%,0.0%,-7%,10%,.,.
O=C(c1cc2ccccc2oc1=O)N1CCN(c2ncccn2)CC1,-15%,0%,?,-22%,2.6%,8%,-1%,i,-0.1
Cc1ccccc1NC(=O)c1c(NC(=O)Cc2ccccc2)sc2c1CCC2,.,0%,7%,-1%,-0.8%,-22%,3%,.,.
CCOc1ccc(OCC(=O)N2CCC3(CC2)CC(=O)c2ccccc2O3)cc1,0%,-22%,-1%,-61%,-0.3%,?,-5%,i,-0.9
CN(Cc1cccs1)C(=O)COc1cccc2c1OC(C)(C)C2,0%,4%,2%,-14%,1.9%,11%,0%,i,0.3
O=c1c2ccccc2nc(N/N=C/c2c(O)ccc3ccccc23)n1O,-7%,18%,6.5µM*,-31%,4.6%,-22%,?,.,0.3
NNC(=O)CNC(=O)c1cccc(Br)c1,0%,-6%,6%,-2%,1.5%,?,4%,i,0.9
CC(=O)Oc1c(/C=C(\C#N)C(N)=O)[nH]c2ccccc12,-20%,?,-16%,-121%,-2.8%,-29%,-9%,i,0.8
CCOC(=O)c1c(C)oc2nc(C)nc(NCCc3ccc(C)cc3)c12,.,0%,-6%,4%,-0.6%,-16%,21%,.,.
CC(/C=C/C=C/c1ccccc1)=N\NC(=O)c1cccnc1,-4%,15%,-14%,16%,23%,-13%,1%,i,-6.2
CC(C)Cc1nnc(NC(=O)CCC(=O)N2CCN(C3CCCC3)CC2)s1,1%,?,11%,3%,-0.4%,1%,0%,i,-2.0
COCCCn1c(-c2ccco2)nc2ccccc2c1=O,-3%,-9%,18%,-24%,2.0%,-2%,0%,i,0.9
Cc1c(S(=O)(=O)N2CCCC2)c(=O)n(C)c(=O)n1C,0%,?,6%,-5%,-0.7%,-6%,0%,i,0.6
Cc1ccc(S(=O)(=O)N2CCN(C(=O)CSc3nncs3)CC2)cc1,-1%,-10%,4%,-54%,-0.5%,-3%,6%,i,-1.2
Cc1cccc(C)c1NC(=O)N1CCC(C(=O)c2ccc(F)cc2)CC1,0%,13%,26%,1%,0.3%,5%,-11%,i,-0.6
CCOC(=O)C1CCCN1C(=O)C1(NC(C)=O)CCCC1 (stereo not given),.,2%,-7%,-1%,-0.4%,0%,-5%,i,-6.1
COCc1c(C)cc(C)c(/C=N/O)c1C,0%,-7%,8%,0%,1.6%,-3%,-1%,i,1.1
CCOC(=O)c1c(-c2ccc(OC)cc2)csc1NC(=O)CCN1C(=O)c2ccccc2C1=O,-3%,-2%,-21%,-24%,-0.3%,-2%,14%,i,1.3
CCC(CC)c1nnc(NC(=O)CN2C(=O)C3C4C=CC(C4)C3C2=O)s1 (stereo not given),-2%,27%,-3%,5%,0.1%,5%,2%,i,-1.9
S=c1[nH]c2ccccc2n2c(=S)[nH]nc12,?,3%,-1%,-4%,-1.0%,14%,-16%,i,0.6
CC(=O)C12OC(C)(C)OC1CC1C3CCC4=CC(=O)C=CC4(C)C3(F)C(O)CC12C (stereo not given),.,11%,0.0082µM*,-1%,2.5%,-9%,13%,i,-3.7
O=C(COc1ccc([N+](=O)[O-])cc1)N/N=C/c1ccccn1,1%,-1%,-2%,-49%,0.3%,4%,-7%,i,-0.2
COC(=O)c1ccc(CSc2nnc3c(Cl)cc(Cl)cn23)o1,2%,-8%,-9%,-4%,3.3%,7%,28%,i,-0.9
COc1ccc(-n2nnnc2C2CCN(S(=O)(=O)c3ccc(F)cc3Cl)CC2)cc1,.,-8%,?,-19%,-0.6%,24%,-10%,.,.
CCOC(=O)N1CCN(C(=O)c2cc(-c3ccncc3)nc3ccccc23)CC1,3%,-14%,19%,-28%,0.7%,10%,-21%,i,1.9
CCCc1cc(=O)oc2cc(C)cc(OCC(=O)Nc3ccc(CN4CCOCC4)cc3)c12,-4%,5%,?,1%,0.6%,-11%,-8%,i,0.6
Fc1ccccc1-c1nc(-c2ccc(-c3nn[nH]n3)cc2)no1,-4%,14%,?,-6%,10%,7%,3%,.,.
[O-][n+]1onc2c3ccnnc3ccc21,1%,-2%,-19%,-61%,?,9%,-10%,i,-5.8
COc1ccccc1OCCNC(=O)c1ccc2c(c1)CCC2,-4%,1%,?,3%,2.8%,5%,3%,i,0.0
COc1ccc(NC(=O)c2cnn(-c3ccccc3)c2C)cc1,-1%,4%,?,-19%,-1.2%,-16%,-4%,i,-0.7
O=C(CN1CCOCC1)Nc1ccc(OCc2ccccc2)cc1,1%,-23%,3%,-14%,3.1%,8%,-5%,i,0.2
O=C(CC1OC(=O)c2ccccc21)Nc1cc(S(=O)(=O)N2CCOCC2)ccc1OCC(F)(F)F (stereo not given),-3%,28%,-3%,-2%,0.4%,18%,0%,i,-0.9
CO/N=C\CC(=O)Nc1ccc(F)cc1,-1%,-6%,?,-42%,-0.2%,8%,15%,i,-4.1
CC1(OC(=O)C2CCCC2)C(=O)C=C2C=C(c3ccsc3)N(CCc3c[nH]c4ccccc34)C=C2C1=O (stereo not given),-1%,-3%,-24%,-5%,4.7%,-5%,-7%,i,-0.3
N#Cc1ccc(C(=O)Nc2cc(-c3ccc(F)cc3)nn2-c2ccccc2)cc1,-10%,?,?,-29%,2.8%,0%,-7%,i,-8.3
